SRC2 inh: inhibition of GAL4-SRC2 driven luciferase reporter, primary screen, SRC2 inhibitor project, cell-based, luminescence; HEK293 GAL4-SRC2 luciferase reporter; inhibition, % at 9 µM; Nuclear receptor coactivator 2 (Homo sapiens), Q15596; AID 651957, 2012; 370,000 tested, 0.17% active;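 active = inhibition above the mean inhibition of all tested compounds plus 3 SD, set per campaign, cut at about 52% in these data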;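 note: 0% = DMSO treated cells and 100% = cells given Gossypol at 36 µM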
NCOA3 inh: SRC3 coactivator transcriptional activity inhibitors, primary screen, cell-based, luminescence. Nuclear receptor coactivator 3 (Homo sapiens), Q9Y6Q9. HEK293 GAL4-SRC3 luciferase reporter. inhibition, % at 3.6 µM. 360,000 tested, 0.17% active. AID 588352, 2011;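 active = inhibition above a per-campaign cutoff, the mean of all compounds plus 3 SD, cut at about 60% in these data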;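 note: 0% = DMSO-treated cells and 100% = gossypol-treated cells at 36 µM; higher means less SRC3-driven luciferase light from the GAL4 reporter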
TROY NFkB inh: inhibitors of TROY-driven NF-kB signaling, primary screen, Q293 LMP1-TROYcd cells, NF-kB luciferase, uHTS | Q293 LMP1-TROYcd NF-kB luciferase reporter, 4 h | inhibition, % at 10 µM | 360,000 tested, 0.98% active;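 active = compounds whose plate-normalised and pattern-corrected inhibition of the luciferase reporter signal at the single screening dose is 50% or more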
NR5A2 inv ag: LRH-1 (NR5A2) inverse agonists, primary screen, cell-based, luminescence, HEK293T, StAR-luciferase reporter | 360,000 tested, 0.13% active | LRH-1 transfected, 24 h | AID 602396, 2012 | inhibition, % at 3.6 µM;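 active = inhibition above the mean inhibition of all tested compounds plus 3 SD, cut at about 73% in these data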;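 note: 0% = DMSO wells and 100% = reporter-only cells lacking LRH-1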
NCOA1 inh: SRC1 coactivator transcriptional activity inhibitors, primary screen, cell-based, luminescence. Nuclear receptor coactivator 1 (Homo sapiens), Q15788. HEK293 GAL4-SRC1 luciferase reporter. inhibition, % at 3.6 µM. 360,000 tested, 0.12% active;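 active = inhibition above the campaign mean plus 3 SD, with each screening campaign given its own cutoff, cut at about 60% in these data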;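 note: 0% = DMSO treated cells and 100% = gossypol at 36 µM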
Target sequence (Q15788 whole entry, looked up, the tested form may be a part): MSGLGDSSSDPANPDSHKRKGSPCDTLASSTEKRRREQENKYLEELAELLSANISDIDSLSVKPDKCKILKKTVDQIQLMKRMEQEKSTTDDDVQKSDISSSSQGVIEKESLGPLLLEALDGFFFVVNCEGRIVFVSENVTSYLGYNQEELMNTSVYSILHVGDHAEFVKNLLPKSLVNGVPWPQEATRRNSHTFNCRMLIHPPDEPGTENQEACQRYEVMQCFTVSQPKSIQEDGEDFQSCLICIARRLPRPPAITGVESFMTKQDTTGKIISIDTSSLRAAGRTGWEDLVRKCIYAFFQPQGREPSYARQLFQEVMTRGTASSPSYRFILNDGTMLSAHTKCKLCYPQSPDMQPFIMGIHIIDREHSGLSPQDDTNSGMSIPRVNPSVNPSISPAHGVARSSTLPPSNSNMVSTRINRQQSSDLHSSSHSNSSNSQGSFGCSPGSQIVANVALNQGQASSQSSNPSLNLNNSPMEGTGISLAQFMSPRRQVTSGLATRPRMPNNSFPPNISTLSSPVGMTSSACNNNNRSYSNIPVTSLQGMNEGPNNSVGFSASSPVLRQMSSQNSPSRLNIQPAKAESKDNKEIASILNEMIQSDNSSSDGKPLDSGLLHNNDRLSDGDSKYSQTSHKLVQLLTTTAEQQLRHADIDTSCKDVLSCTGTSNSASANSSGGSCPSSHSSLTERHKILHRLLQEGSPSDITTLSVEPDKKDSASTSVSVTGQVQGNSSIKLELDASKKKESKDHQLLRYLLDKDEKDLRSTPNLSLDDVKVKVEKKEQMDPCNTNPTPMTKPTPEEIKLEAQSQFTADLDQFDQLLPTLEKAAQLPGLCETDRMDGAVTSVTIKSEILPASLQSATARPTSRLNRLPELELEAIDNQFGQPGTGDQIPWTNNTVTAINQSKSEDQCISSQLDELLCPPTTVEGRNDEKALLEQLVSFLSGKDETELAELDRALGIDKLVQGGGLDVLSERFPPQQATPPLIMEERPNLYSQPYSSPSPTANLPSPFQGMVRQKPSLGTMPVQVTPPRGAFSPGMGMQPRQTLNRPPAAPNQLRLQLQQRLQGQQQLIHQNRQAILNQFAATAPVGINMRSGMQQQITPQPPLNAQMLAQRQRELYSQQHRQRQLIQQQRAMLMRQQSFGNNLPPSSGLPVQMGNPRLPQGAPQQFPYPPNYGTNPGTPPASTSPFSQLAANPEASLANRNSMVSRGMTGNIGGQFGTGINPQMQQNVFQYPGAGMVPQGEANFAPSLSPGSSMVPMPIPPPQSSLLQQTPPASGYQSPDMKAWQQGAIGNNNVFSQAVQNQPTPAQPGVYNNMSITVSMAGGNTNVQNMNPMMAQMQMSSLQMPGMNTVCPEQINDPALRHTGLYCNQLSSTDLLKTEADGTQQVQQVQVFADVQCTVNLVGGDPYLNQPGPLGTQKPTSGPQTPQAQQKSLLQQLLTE
NR2F2 inh: NR2F2 transcriptional activity inhibitors, primary screen, cell-based, luciferase reporter, HEK293T, luminescence | COUP transcription factor 2 (Homo sapiens), P24468 | HEK293T NGFI-A luciferase reporter | inhibition, % at 8.6 µM | 370,000 tested, 0.7% active | AID 686940, 2013;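 active = inhibition above a per-plate cutoff, mean inhibition of test wells between control levels plus 3 SD, cut at about 38% in these data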;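 note: cells cotransfected with COUP-TFII expression vector driving the NGFI-A reporter; 0% = median of COUP-TF2 test wells and 100% = reporter-only cells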
TWEAK-Fn14 inh: inhibitors of TWEAK-Fn14 signaling, primary screen, luciferase reporter cells, uHTS; TWEAK-stimulated Fn14 reporter cells, luciferase luminescence, 8 h; AID 1159606, 2016; inhibition, % at 10 µM; 360,000 tested, 2% active; in the data active = inhibition above about 50%
Granule exo inh: LAMP-1 surface exposure blockers, TALL-104 cells – cell-based, flow cytometry, MLPCN library, primary screen; AID 651702, 2012; 360,000 tested, 0.66% active; TALL-104 LAMP-1 surface exposure; cells stimulated with thapsigargin and PMA; inhibition, % at 10 µM;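 active = inhibition above about 55%, limit read from the data; inconclusive = no clear call, values can overlap the other calls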
TLR9-MyD88 block: inhibitors of TLR9-MyD88 association in cells, primary screen, cell-based, CHO, BLA complementation, fluorescence. inhibition, % at 4.98 µM. Toll-like receptor 9 (Homo sapiens) + Myeloid differentiation primary response protein …. CCF4 FRET ratio. 340,000 tested, 0.21% active;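 active = inhibition above the mean over all tested compounds plus 3 SD, cut at about 21% in these data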;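 note: 0% = DMSO only wells and 100% = clavulanate BLA inhibitor control wells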
ABHD5 PLIN5 PPI: ABHD5-PLIN5 interaction inhibitors, primary screen, cell lysate, split luciferase complementation, luminescence; Perilipin-5 (Homo sapiens) + 1-acylglycerol-3-phosphate O-acyltransferase ABHD5 (Homo …; Split G. princeps luciferase complementation, 4 h; inhibition, % at 4 µM; 360,000 tested, 0.78% active;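 active = inhibition above the mean inhibition across every tested compound plus 3 SD, cut at about 22% in these data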;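 note: 0% = DMSO only wells and the 100% control is not disclosed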
NOD2 RIPK2 PPI: NOD2-RIPK2 binding disruptors in cells, primary screen, fluorescence, CHO cells, BLA complementation. Receptor-interacting serine/threonine-protein kinase 2 (Homo sapiens), O43353. CCF4 ratio. inhibition, % at 4.98 µM. 360,000 tested, 0.38% active; in the data active = inhibition above about 21%;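 note: 0% = vehicle only and 100% = reference blocker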
* = called active by the depositor; ? = inconclusive; / = not tested or not shown. This is a subset; rates above refer to the full screens.

A first look (11 entries):
SMILES	SRC2 inh	NCOA3 inh	TROY NFkB inh	NR5A2 inv ag	NCOA1 inh	NR2F2 inh	TWEAK-Fn14 inh	Granule exo inh	TLR9-MyD88 block	ABHD5 PLIN5 PPI	NOD2 RIPK2 PPI
CC1CCN(S(=O)(=O)c2ccc(N=NC3=C(O)CC(C)(C)CC3=O)cc2)CC1	7	-5	-8	-13	4	19	-8	3	5	10	-12
Cc1ccc(C(=O)N(C)Cc2ccc(N3CCOCC3)cc2)cc1S(=O)(=O)NCc1ccccc1	13	7	2	25	1	16	3	8	-2	2	-9
O=C(c1ccc([N+](=O)[O-])cc1)N1CCOCC1	-7	-7	-5	2	-4	0	-6	14	1	12	6
Cc1ccc(SCC(=O)OCC(=O)Nc2ccc3[nH]c(=O)[nH]c3c2)cc1C	-7	-12	-7	-3	-12	-5	10	2	-15	4	-9
COC(=O)CCN(C(=O)c1cccc(OC(C)=O)c1)c1ccccn1	-22	20	5	-3	-30	-1	-11	-3	-1	-5	-5
O=C(Nc1cccc([N+](=O)[O-])c1)C(=O)N1CCCCC1	-32	-39	-25	-70	-93	-28	20	-4	-7	2	-8
CCOc1ccc(OCC)c(NC(=O)CN(C)S(=O)(=O)c2ccc3nc(C)sc3c2)c1	0	17	6	5	16	8	-2	0	6	-2	-6
Cc1nn2c3c(cnc2c1-c1ccccc1)C(=O)CC(c1ccccc1)C3 (stereo unspecified)	4	-1	-20	-23	10	-5	-3	-1	-6	5	11
O=C(Nc1cccc(C(F)(F)F)c1)c1ccccc1NC(=O)C1CCCCC1	-4	6	-4	15	2	-6	-3	3	-3	1	-20
NNC(=O)CNc1ccccc1Cl	26	9	-17	-17	0	-2	2	-2	-12	1	-1
O=C(CN(Cc1ccc(Cl)cc1)C(=O)CNS(=O)(=O)c1ccc(F)cc1)NCC1CCCO1 (stereo unspecified)	-5	-50	-3	-1	-23	6	7	-13	-2	5	-10

The listing, from the start:
SMILES	SRC2 inh	NCOA3 inh	TROY NFkB inh	NR5A2 inv ag	NCOA1 inh	NR2F2 inh	TWEAK-Fn14 inh	Granule exo inh	TLR9-MyD88 block	ABHD5 PLIN5 PPI	NOD2 RIPK2 PPI
CC1CCN(S(=O)(=O)c2ccc(N=NC3=C(O)CC(C)(C)CC3=O)cc2)CC1	7	-5	-8	-13	4	19	-8	3	5	10	-12
Cc1ccc(C(=O)N(C)Cc2ccc(N3CCOCC3)cc2)cc1S(=O)(=O)NCc1ccccc1	13	7	2	25	1	16	3	8	-2	2	-9
O=C(c1ccc([N+](=O)[O-])cc1)N1CCOCC1	-7	-7	-5	2	-4	0	-6	14	1	12	6
Cc1ccc(SCC(=O)OCC(=O)Nc2ccc3[nH]c(=O)[nH]c3c2)cc1C	-7	-12	-7	-3	-12	-5	10	2	-15	4	-9
COC(=O)CCN(C(=O)c1cccc(OC(C)=O)c1)c1ccccn1	-22	20	5	-3	-30	-1	-11	-3	-1	-5	-5
O=C(Nc1cccc([N+](=O)[O-])c1)C(=O)N1CCCCC1	-32	-39	-25	-70	-93	-28	20	-4	-7	2	-8
CCOc1ccc(OCC)c(NC(=O)CN(C)S(=O)(=O)c2ccc3nc(C)sc3c2)c1	0	17	6	5	16	8	-2	0	6	-2	-6
Cc1nn2c3c(cnc2c1-c1ccccc1)C(=O)CC(c1ccccc1)C3 (stereo unspecified)	4	-1	-20	-23	10	-5	-3	-1	-6	5	11
O=C(Nc1cccc(C(F)(F)F)c1)c1ccccc1NC(=O)C1CCCCC1	-4	6	-4	15	2	-6	-3	3	-3	1	-20
NNC(=O)CNc1ccccc1Cl	26	9	-17	-17	0	-2	2	-2	-12	1	-1
O=C(CN(Cc1ccc(Cl)cc1)C(=O)CNS(=O)(=O)c1ccc(F)cc1)NCC1CCCO1 (stereo unspecified)	-5	-50	-3	-1	-23	6	7	-13	-2	5	-10
O=C(O)c1ccc(Nc2cccc(F)c2)c([N+](=O)[O-])c1	-20	10	1	12	-6	19	4	-6	9	3	-2
CCCC(=O)N1CCN(c2ccc(NC(=O)c3cccs3)cc2)CC1	-15	-5	-25	-20	-8	-5	-30	-2	-4	-1	5
CCOc1c(C(N)=O)cc([N+](=O)[O-])cc1[N+](=O)[O-]	11	7	-8	-1	-27	2	4	-1	5	7	-5
O=S(=O)(O)c1cc2onnc2c2ccccc12	-15	3	-4	13	-13	16	19	7	4	16	-12
Clc1ccc(-c2cn3c(n2)-c2ccccc2C3)cc1Cl	-46	-65	-15	-121	-107	-55	42	?	6	1	-6
COc1ccc(C2=NN(C(=O)CCCC(=O)O)C(c3cccs3)C2)cc1OC (stereo unspecified)	-9	-14	-7	-5	-2	10	-4	-5	2	-47	15
COc1ccc(CSc2nncn2N)cc1[N+](=O)[O-]	9	30	8	-2	-7	2	-17	-1	2	-4	-8
COc1ccc(C(C(O)C(=O)c2c[nH]c3ccccc23)N2CCN(c3ccc(OC)cc3)CC2)cc1 (stereo unspecified)	13	17	4	17	-3	3	11	2	-5	3	-1
Cc1ccc(CC(NC(=O)c2ccccc2)C(=O)NC(C)C(=O)O)cc1 (stereo unspecified)	13	7	14	-11	11	-2	1	-5	4	1	-12
COc1ccc(C(=O)c2ccccc2)c2c(O)ccc(C(=O)c3ccccc3)c12	32	18	49	27	17	43*	57*	-1	1	7	5
Cn1ccc2c(-c3ccc(C(=O)O)cc3)cc3c(c21)C1CCC3O1 (stereo unspecified)	-65	-14	-5	-28	-12	-11	-6	-3	/	3	-11
CNC(=O)COc1coc(CN2CCN(c3ccccc3)CC2)cc1=O	-36	-5	-7	-10	1	11	3	4	-3	1	3
O=C(/C=C/c1cnc2ccccc2n1)NC1CCCCCC1	-42	-48	-49	-106	-83	-48	5	1	4	0	5
CCOC(=O)c1c(C)oc2ccc(OCc3cc(C(=O)OC)oc3C)cc12	-25	6	-20	3	-4	10	-60	-4	-8	-6	-17
SMILES	SRC2 inh	NCOA3 inh	TROY NFkB inh	NR5A2 inv ag	NCOA1 inh	NR2F2 inh	TWEAK-Fn14 inh	Granule exo inh	TLR9-MyD88 block	ABHD5 PLIN5 PPI	NOD2 RIPK2 PPI
COC(=O)c1cccc(Nc2cc(C)nc(-c3ccccc3O)n2)c1	13	4	10	-14	-9	-3	31	-1	-7	0	-2
O=C(CNC(=O)c1ccncc1)N/N=C/c1cccc([N+](=O)[O-])c1	-7	-1	0	6	1	3	1	5	0	8	-3
COc1ccc(N2C(=O)CSC2c2cccc(OC)c2OC)cc1 (stereo unspecified)	2	8	-2	4	-10	8	9	-3	-7	5	1
COc1ccc(C(=O)OCC(=O)c2ccc[nH]2)cc1	-20	-38	-61	18	-39	-62	-30	-2	-1	3	-1
O=C(Nc1ccccc1C(=O)Nc1ccncc1)c1ccc([N+](=O)[O-])cc1	-10	9	-30	5	14	-8	-24	-8	4	19	2
O=C(COC(=O)CNC(=O)c1ccc(Cl)c([N+](=O)[O-])c1)NCC1CCCO1 (stereo unspecified)	-40	17	-25	15	2	4	14	3	-5	-5	3
Cc1c(C(=O)NCc2cccc(C(F)(F)F)c2)sc(=O)n1Cc1ccc(S(=O)(=O)N(C)C)cc1	-9	9	10	-9	3	21	2	-2	/	-3	1
COc1ccc(C(=O)c2ccc(OC)cc2OC)cc1	-34	10	13	15	19	-4	13	-1	-1	0	-14
CCOC(=O)c1sc2nc(C)c([N+](=O)[O-])c(COC)c2c1N	-2	4	8	-7	-20	-5	-12	-2	-3	-6	-9
CCCn1c(SCC(=O)Nc2c(C)cccc2C)nnc1C(C)C	-10	7	-10	3	-4	8	4	0	1	6	-14
CCN(CC)S(=O)(=O)c1ccc(NC(=S)NC(=O)CC(C)C)cc1	-15	-2	0	-3	-29	14	-32	-4	2	-6	4
CC1(C)CC(=O)C(CC(=O)c2ccccc2)=C(NN=C(N)N)C1	-6	2	-41	7	-24	-8	-11	1	-9	-1	1
COc1ccc(CC(=O)Nc2cccc(-c3ccc4nncn4n3)c2)cc1OC	18	13	8	21	20	37	14	-1	3	0	-9
CCOC(=O)N1CCN(CCC(=O)Nc2ccccc2)CC1	-16	-58	-3	0	-26	-15	-4	9	8	4	-7
CCOC(=O)c1cnn(-c2ccccc2)c1-n1cccc1C(=O)C(=O)N(CC)CC	-3	13	16	-3	17	15	11	-4	-9	3	1
CCN(C[C@H]1N[C@@](CC)(C(=O)OC)[C@H]2C(=O)N(C)C(=O)[C@@H]12)C(=O)COc1ccccc1	-1	-3	-13	7	5	8	2	-2	2	-8	9
O=C(NCc1ccccn1)c1c(Cl)cccc1Cl	3	14	5	-8	-20	-5	-3	0	-9	0	1
O=C(c1ccccc1)N1CCN(C(=O)c2ccncc2)CC1	-20	-16	17	8	-1	-5	11	-2	3	-6	-2
COc1ccccc1Cc1c(-c2ccco2)nc2ccc(C)cn12	-12	-15	-15	2	-26	-18	4	44	/	56*	-5
COC(=O)c1ccccc1NC(=O)Nc1nnc(N2CCC(C)CC2)s1	-4	8	-13	19	5	-6	14	4	2	3	-12
N#CC1CC(c2ccccc2)Nc2cc(Cl)ccc2N1 (stereo unspecified)	-71	-84	-7	-72	-119	-28	15	21	11	-2	-9
Cc1ccc(NC(=O)Nc2ccc(S(N)(=O)=O)cc2)cc1	-16	-9	-26	-19	-16	10	-6	9	-5	-10	-5
CN(Cc1cccc(C(F)(F)F)c1)C(=O)[C@H]1O[C@@H](n2ccc(N)nc2=O)[C@H](O)[C@@H]1O	7	-17	-17	-9	10	4	-5	-1	/	-5	-10
CC(=C/c1ccccc1)/C=N/NC(=O)c1cc(C)oc1C	-20	-34	-46	-82	-76	-46	-42	-1	10	-8	8

Assay outcomes as filed in PubChem.
